PL biosyn Enam = phospholipid synthesis inhibitors, CHO cells, primary screen, ZR-82 cells, Enamine library, screen 3. ZR-82 CHO cells, pyrene fatty acid UV survival, CellTiter Blue; peroxisome-deficient CHO-K1 mutant line; plus DGAT-1, DGAT-2 and ACAT inhibitors. calls only at 10 µM. hit rate 0.4% among 20,000. AID 1347385, 2020;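 active means cell survival signal 2 SD away from solvent-only control wells, confirmed on one or two retests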;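 further: 3 h compound exposure then viability read about one day after UV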
Calls only; i = inactive.

SMILES | PL biosyn Enam
Cn1c(SCC(=O)N2N=C3/C(=C/c4ccco4)CCCC3C2c2ccco2)nnc1C(F)(F)F (stereo not drawn) | i
Cc1cc(C=C2C(=O)N(C)C(=O)N(C)C2=O)c(C)n1CC(C)C | i
CC1CCc2sc(C(=O)OCC(=O)c3ccc(Br)s3)cc2C1 (stereo not drawn) | i
COC(=O)CCCN | i
C=CCC1(Nc2ccc(F)cc2)CCCCCC1 | i
Fc1ccc(-c2cc3ncnc(N4CCN(c5ncccn5)CC4)c3s2)cc1 | i
O=S(=O)(Nc1ccc(S(=O)(=O)C(F)F)cc1)c1ccc(Cl)cc1 | i
O=C(Cn1cc(C(F)(F)F)cc(Cl)c1=O)N1CCN(C(=O)c2ccco2)CC1 | i
O=C1C(=O)N(CN2N=C(c3cccs3)CC2c2cccs2)c2ccccc21 (stereo not drawn) | i
FC(F)(F)c1cccc(/C=N/Nc2nncc3ccccc23)c1 | i
O=C(O)CSc1ccc(S(=O)C(F)(F)C(F)(F)C(F)(F)F)cc1[N+](=O)[O-] (stereo not drawn) | i
O=C(CCN1C(=O)C2CC=CCC2C1=O)NCc1ccco1 (stereo not drawn) | i
CCOC(=O)c1sc2nc(C(C)Sc3ncnc4sc5c(c34)CCC5)[nH]c(=O)c2c1C (stereo not drawn) | i
CN=c1scc(-c2ccc(OC(F)F)cc2)n1/N=C/c1ccccc1F | i
S=C(c1ccc(-c2ccc(Br)cc2)o1)N1CCN(Cc2ccc3c(c2)OCO3)CC1 | i
O=S(=O)(Nc1ccc(-n2cnnn2)cc1)c1cccs1 | i
S=c1[nH]nc(-c2cc(-c3ccccc3)nc3ccccc23)n1-c1ccccc1 | i
NC(=S)c1cccnc1 | i
Nc1c(-c2ccccc2)c(CSc2nc3ccccc3s2)nn1-c1nc2ccccc2s1 | i
COc1cccc(N2C(=S)N(c3ccccc3)C3CS(=O)(=O)CC32)c1 (stereo not drawn) | i

Compounds listed so far that have a Cl atom (2):
SMILES | PL biosyn Enam
O=S(=O)(Nc1ccc(S(=O)(=O)C(F)F)cc1)c1ccc(Cl)cc1 | i
O=C(Cn1cc(C(F)(F)F)cc(Cl)c1=O)N1CCN(C(=O)c2ccco2)CC1 | i

More compounds follow.
SMILES | PL biosyn Enam
CCOC(=O)c1c(C)[nH]c(C)c1C(=O)COC(=O)C1=COCCO1 | i
Fc1c(F)c(N2CCCCC2)c(F)c(F)c1/C=C/CN1CCOCC1 | i
CCC(=N)C1=C(O)CC(C)(C)CC1=O | i
CC1CCc2c(sc3ncnc(NCc4ccco4)c23)C1 (stereo not drawn) | i
CCCCn1c(N)c(N(C)C(=O)c2ccc(Br)o2)c(=O)[nH]c1=O | i
Nc1nc2c(s1)CCc1ccccc1-2 | i
O=[N+]([O-])c1ccc(OCc2cn3cccnc3n2)cc1 | i
FC(F)(F)c1ccc(Sc2ncccn2)nc1 | i
O=S(=O)(N/N=C1\CCCc2ccccc21)c1ccc(Br)cc1 | i
CN=c1scc(C)n1/N=C/C1CCCCC1 | i
COc1ccc(C2=NN3C(C2)c2ccccc2OC32CCCC2)cc1 (stereo not drawn) | i
O=c1oc(-c2cccs2)nn1CN1CCN(Cc2cccs2)CC1 | i
O=C(Cn1ncc(Cl)c(Cl)c1=O)NC(=O)NC1CCCC1 | i
CN1CCC2(CC1)Oc1ccccc1C1CC(c3ccccc3)=NN12 (stereo not drawn) | i
c1cncc(-c2nc(N3CCc4ccccc43)c3ccccc3n2)c1 | i
Cc1cc(NC(=O)CSCC(=O)OCc2cc(=O)n3ccsc3n2)no1 | i
CN=C1S/C(=C\c2ccc(SC)cc2)C(=O)N1C | i
O=S1(=O)CCN2C(=N1)Sc1ccccc12 | i
C1CCN(c2nc(CN3CCOCC3)nc3sc4c(c23)CCCC4)CC1 | i
Cc1cc(C(=O)CSc2nc3sc4c(c3c(=O)n2C)CCC4)c(C)n1C | i
O=c1ccc2ccc(OS(=O)(=O)c3cccs3)cc2o1 | i
O=c1c2ccccc2nnn1CSc1nc2ccccc2c(=O)n1CC1CCCO1 (stereo not drawn) | i
c1nc(SCc2ccc3c(c2)OCO3)c2c3c(sc2n1)CCC3 | i
Cc1ccc(C=Nc2ccc(F)c(F)c2F)s1 | i
FC(F)(F)c1nc(Nc2ccc3c(c2)OCCCO3)c2ccccc2n1 | i
Cc1ccc(C(C)(C)C)cc1S(=O)(=O)N1CCn2cccc2C1C (stereo not drawn) | i
O=[N+]([O-])c1ccc(C2=NN(c3ccc(/C=C/c4ccc(-c5nnc(-c6ccccc6)o5)cc4)cc3)C(c3ccccc3)C2)cc1 (stereo not drawn) | i
C[n+]1csc2ccccc21 | i
O=C(Cc1ccsc1)NCc1cccs1 | i
Cc1noc(C)c1CSc1nc2sccc2c(=O)n1C | i
CCN(C(=O)CSc1nc(C)nc2sc3c(c12)CCC3)C1CCS(=O)(=O)C1 (stereo not drawn) | i
Fc1ccc(-c2nc(CSc3nnc4c(Cl)cc(C(F)(F)F)cn34)cs2)cc1 | i
CCN1CCN(CCS(=O)(=O)OCC(F)(F)C(F)F)CC1 | i
Clc1ccc(-c2nnc(CSc3nnc4n3CCCCC4)o2)cc1 | i
CC(C)n1c2ccccc2c2n[nH]c(=S)nc21 | i
CC1CCCCC1NS(=O)(=O)c1ccc(F)cc1F (stereo not drawn) | i
CC1(C)CC(=O)C/C(=N\NC(=O)C2CCN(S(=O)(=O)c3cccs3)CC2)C1 | i
O=C(c1ccco1)N1CCN(C(=S)NCCCN2CCOCC2)CC1 | i
O=C1OC(c2ccc(F)cc2)=N/C1=C\c1ccc2c(c1)OCCO2 | i
CCS(=O)(=O)c1ccc2oc(=S)n(CN3CCCC(O)C3)c2c1 (stereo not drawn) | i
C=CCn1c(SC(C)C(=O)NC(N)=O)nnc1C1CCS(=O)(=O)C1 (stereo not drawn) | i
CC1C/C(=N\Nc2nc3ccccc3s2)CC(C)(C)C1 (stereo not drawn) | i
Cc1noc(C)c1CSc1nc2sc(C)c(C)c2c(=O)n1C | i
Nc1nc(SCc2nnc(-c3cc4c(s3)CCCC4)o2)n[nH]1 | i
C=CCn1c(SCC(=O)c2cc(C)n(C3CC3)c2C)nnc1-c1ccoc1C | i
S=c1n(CN2CCCC2)nc(CSc2nc3ccccc3s2)n1Cc1ccccc1 | i
O=C(CSc1nnc(-c2cccs2)o1)NCCN1C(=O)CSC1=O | i
COc1cccc2sc(N)nc12 | i
Fc1ccc(/C=N/N2CCOCC2)cc1 | i
CCOc1cc(Br)c([N+](=O)[O-])cc1OCC | i

Reprinted from the part before: nine compounds, followed by the next part.
SMILES | PL biosyn Enam
CC1C/C(=N\Nc2nc3ccccc3s2)CC(C)(C)C1 (stereo not drawn) | i
Cc1noc(C)c1CSc1nc2sc(C)c(C)c2c(=O)n1C | i
Nc1nc(SCc2nnc(-c3cc4c(s3)CCCC4)o2)n[nH]1 | i
C=CCn1c(SCC(=O)c2cc(C)n(C3CC3)c2C)nnc1-c1ccoc1C | i
S=c1n(CN2CCCC2)nc(CSc2nc3ccccc3s2)n1Cc1ccccc1 | i
O=C(CSc1nnc(-c2cccs2)o1)NCCN1C(=O)CSC1=O | i
COc1cccc2sc(N)nc12 | i
Fc1ccc(/C=N/N2CCOCC2)cc1 | i
CCOc1cc(Br)c([N+](=O)[O-])cc1OCC | i
O=C(NC1CCS(=O)(=O)C1)OCCOC(=O)NC1CCS(=O)(=O)C1 (stereo not drawn) | i
Cn1cc(/C=C/C(=O)O)c(=O)n(C)c1=O | i
O=c1[nH]c(=S)[nH]c(O)c1N=Nc1ccc(F)cc1 | i
O=C(O)c1cc(-c2ccccn2)nc2ccccc12 | i
Cc1c(C(=O)OC(C)C)sc2nc(C(Cl)(Cl)Cl)[nH]c(=O)c12 | i
Cc1cc2c(cc1C)CSC(c1cc(Cl)ccc1O)SC2 | i
Fc1cccc(/C=C/c2nc3c(ccc4ccccc43)s2)c1 | i
NC(=S)NN1C(=O)C2CC=CCC2C1=O (stereo not drawn) | i
COC(=O)C1=C(C)NC(C)=C(C(=O)OC)C1C(=O)OCC(=O)NC(C)(C)C | i
O=S(=O)(c1ccc(Cl)cc1)N1CCNCC1 | i
CCN(CC)[P+](N)(c1nc2ccccc2n1C)N(CC)CC | i
CCOC(=O)C1=C(C)NC(C)=C(C(=O)OCC)C1C(=O)OCC(=O)N1CCCC1=O | i
O=C(Cc1cn2ccsc2n1)NC12CC3CC(CC(C3)C1)C2 | i
Clc1ccc(SCc2nc(NC3CCCCCC3)c3c4c(sc3n2)CCC4)cc1 | i
COCC(C)n1c(C)cc(C(=O)Cn2cnc3c2c(=O)n(C)c(=O)n3C)c1C (stereo not drawn) | i
O=S(=O)(c1ccc2cccc3c2c1CC3)N1CCCCC1 | i
O=S(=O)(c1ccc(O)cc1)c1ccc(Cl)cc1 | i
COc1ccc(-c2n[nH]c(=S)o2)cc1OC | i
Fc1ccc(N=c2scc(-c3ccc(Cl)cc3Cl)n2/N=C/c2ccc(Cl)cc2Cl)c(F)c1 | i
CCN(CC)S(=O)(=O)c1ccc(N/N=C2\CC(C)CC(C)(C)C2)nc1 (stereo not drawn) | i
CN(Cc1cccs1)c1ncnc2sc3c(c12)CCC3 | i
Oc1ccc(N=Nc2ccc3c(c2)OCCO3)c2cccnc12 | i
NC(=O)c1ccsc1NC(=O)CSc1nnc(NC2CC2)s1 | i
CC(C)(C)c1cc(NC(=O)CSc2nnc(-c3cccs3)n2C2CC2)on1 | i
c1csc(-c2nnc(SCc3ccc4c(c3)OCO4)n2C2CC2)c1 | i
CN(C)CCP(=O)(c1ccccc1)c1ccccc1 | i
O=c1cc(CSc2ncnc3sc4c(c23)CCCC4)nc2sccn12 | i
CCN=C(NCC)SCc1cc([N+](=O)[O-])cc2c1OCOC2 | i
O=C(O)/C=C/c1ccc([N+](=O)[O-])o1 | i
CCCCn1c(=O)[nH]c(=O)c2c1nc(CSc1nnnn1C1CCCC1)n2C | i

Among those listed so far, these contain a tert-butyl group.
SMILES | PL biosyn Enam
Cc1ccc(C(C)(C)C)cc1S(=O)(=O)N1CCn2cccc2C1C (stereo not drawn) | i
COC(=O)C1=C(C)NC(C)=C(C(=O)OC)C1C(=O)OCC(=O)NC(C)(C)C | i
CC(C)(C)c1cc(NC(=O)CSc2nnc(-c3cccs3)n2C2CC2)on1 | i

Further entries
SMILES | PL biosyn Enam
O=c1c2ccccc2c(C=Nc2ncnc3nc[nH]c23)c(O)n1-c1ccc(Cl)cn1 | i
N=C1NC(=O)/C(=C/c2ccc(F)cc2)S1 | i
CC(C)=C/C(C)=N/Nc1ccc(S(N)(=O)=O)cc1[N+](=O)[O-] | i
c1cc2c3c(cccc3c1)-c1nc3c(nc1-2)CCCC3 | i
CCn1c(-c2ccc(C)cc2)csc1=Nc1c(C)cc(C)cc1C | i
c1csc(-c2nnn(CC3CCCCC3)n2)c1 | i
CC(=O)CN1CCSC1=N | i
S=c1n(CN2CCN(c3ccccc3)CC2)nc(C2COc3ccccc3O2)n1-c1ccc2c(c1)OCCO2 (stereo not drawn) | i
CCOC(=O)c1c(C)[nH]c(C(=O)Cn2ncc(Cl)c(Cl)c2=O)c1C | i
O=C(COC(=O)C12CC3CC(CC(Br)(C3)C1)C2)N1CCCCC1 | i
Cn1nnnc1SCC(=O)C12CC3CC(CC(C3)C1)C2 | i
COc1ccc(F)cc1S(=O)(=O)n1nnc2ccccc21 | i
Cc1nc(C)c(CCC(=O)O)c(=O)[nH]1 | i
COC(=O)c1sc(=S)sc1C(=O)OC | i
O=C(OCn1nnc2ccccc2c1=O)c1oc2ccccc2c1COc1ccccc1 | i
CCOC(=O)C1=C(Cn2cc(C(F)(F)F)ccc2=O)NC(=O)NC1C (stereo not drawn) | i
Clc1ccc(/C=C2\CCc3cnn(-c4ccc(Cl)c(Cl)c4)c32)cc1 | i
O=S(=O)(c1ccc(Cl)cc1)C(F)(F)F | i
CCCN(CC1CC1)Cn1nc(-c2cc(-c3ccccn3)nc3ccccc23)oc1=S | i
COc1cc(-c2nn(CN3CCN(C(c4ccccc4)c4ccccc4)CC3)c(=S)o2)cc(OC)c1OC | i
C=C[n+]1ccn(-c2nc3ccccc3nc2[N-]S(=O)(=O)c2ccc(C)cc2)c1 | i
O=[N+]([O-])c1ccc(/C=C2\CCC(C3=CCCC3)=C2N2CCOCC2)cc1 | i
Cn1c(SCC(=O)c2ccc[nH]2)nc2sc3c(c2c1=O)CCCC3 | i
CNc1nc(CSc2ccc(Cl)cc2)nc2sc3c(c12)CCC3 | i
O=S(=O)(Nc1nc2ccccc2nc1N1CCN(S(=O)(=O)c2ccc(F)c(F)c2F)CC1)c1ccc(F)cc1 | i
CCOc1cc(C)c(C(C)C)cc1S(=O)(=O)NC1CC(C)(C)NC(C)(C)C1 | i
O=C(NC1CCCCCC1)C1=CN2CCS(=O)(=O)N=C2C=C1 | i
O=c1[nH]c(CSc2nnc(-c3cccs3)o2)nc2sc3c(c12)CCCC3 | i
C=CC[n+]1c(-c2ccccc2)csc1NNc1ccc([N+](=O)[O-])cc1 | i
C(=C\c1ccccc1)/CSc1nnc(-c2ccccc2)n1Cc1ccc2c(c1)OCO2 | i
Brc1ccc(NN=C(N=Nc2nn[nH]n2)c2ccccc2)cc1 | i
Nc1cc(=O)[nH]c2nnc(SCc3nnnn3-c3ccccc3)n12 | i
Cc1cc(-c2ccccc2)[n+]2nc(N)c3ccccc3c2n1 | i
FC(F)Sc1ccc(NC(=S)NCCCn2ccnc2)cc1 | i
FC(F)Oc1ccc(-c2csc(=Nc3cccnc3)n2CC2CCCO2)cc1 (stereo not drawn) | i
CC(=O)c1c(C)[nH]c(-c2csc(Cc3nnc4n3CCCCC4)n2)c1C | i
CNC(=O)NC(N)=O | i
O=C(O)c1cc(=O)c2cc(Cl)ccc2o1 | i
Oc1ccc(N2CCN(C(=S)NCCN3CCOCC3)CC2)cc1 | i
COCCOC(=O)C1=C(C)NC(=S)NC1c1cccs1 (stereo not drawn) | i
O=C(CC12CC3CC(CC(C3)C1)C2)NN=C1CCCC1 | i
O=C1C=C(S(=O)(=O)O)c2ccccc2C1=O | i
CC(C)NC(=O)NC(=O)CSc1nncs1 | i

Bioassay records (PubChem)

Not all compounds are listed; count on the stated rates, not on these rows.
